A3G deaminase: inhibitors of human APOBEC3G DNA deaminase. inhibition, % at 20 µM. recombinant A3G, ssDNA deamination FAM/TAMRA fluorescence. hit rate 0.28% among 330,000. Q9HC16;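 active = inhibition of at least 40% at 20 µM, with no more than 30% in the related APOBEC3A deaminase screen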;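 note: plate controls were DMSO wells with A3G for no effect and wells lacking A3G enzyme for full effect; some compounds called inactive have numbers as strong as hits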
ATG4B inhibitor: ATG4B (human) cysteine protease inhibition. ATG4B cleavage of LC3-PLA2, NBD-HPC fluorescence, 1 h. Q9Y4P1. hit rate 0.51% among 340,000. inhibition, % at 8.33 µM; in the data active = inhibition above about 40%
Target sequence (Q9Y4P1 whole entry, looked up): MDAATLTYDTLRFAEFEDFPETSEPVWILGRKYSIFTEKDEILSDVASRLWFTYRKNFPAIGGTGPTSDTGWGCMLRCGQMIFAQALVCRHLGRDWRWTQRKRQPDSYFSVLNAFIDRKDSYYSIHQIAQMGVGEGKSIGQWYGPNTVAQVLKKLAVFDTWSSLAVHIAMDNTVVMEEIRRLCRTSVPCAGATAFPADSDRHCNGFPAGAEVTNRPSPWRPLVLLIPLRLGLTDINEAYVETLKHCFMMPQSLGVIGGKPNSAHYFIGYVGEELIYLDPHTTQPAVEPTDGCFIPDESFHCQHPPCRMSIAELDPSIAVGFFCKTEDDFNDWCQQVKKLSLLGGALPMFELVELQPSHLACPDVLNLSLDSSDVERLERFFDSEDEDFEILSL
hIAP inh: human IAP inhibition | P09923 | purified IAP, CDP-Star luminescence, 30 min | inhibition, % at 10 µM | hit rate 0.12% among 330,000 | AID 2544;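 active = inhibition reaching a set limit with compound at 10 µM in the primary screen, cut at about 35% in these data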;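 note: plate controls were DMSO wells with enzyme for no effect and no-enzyme buffer wells for full effect; values of inactives mirror those of a sister screen read the other way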
Target sequence (P09923 whole entry, looked up): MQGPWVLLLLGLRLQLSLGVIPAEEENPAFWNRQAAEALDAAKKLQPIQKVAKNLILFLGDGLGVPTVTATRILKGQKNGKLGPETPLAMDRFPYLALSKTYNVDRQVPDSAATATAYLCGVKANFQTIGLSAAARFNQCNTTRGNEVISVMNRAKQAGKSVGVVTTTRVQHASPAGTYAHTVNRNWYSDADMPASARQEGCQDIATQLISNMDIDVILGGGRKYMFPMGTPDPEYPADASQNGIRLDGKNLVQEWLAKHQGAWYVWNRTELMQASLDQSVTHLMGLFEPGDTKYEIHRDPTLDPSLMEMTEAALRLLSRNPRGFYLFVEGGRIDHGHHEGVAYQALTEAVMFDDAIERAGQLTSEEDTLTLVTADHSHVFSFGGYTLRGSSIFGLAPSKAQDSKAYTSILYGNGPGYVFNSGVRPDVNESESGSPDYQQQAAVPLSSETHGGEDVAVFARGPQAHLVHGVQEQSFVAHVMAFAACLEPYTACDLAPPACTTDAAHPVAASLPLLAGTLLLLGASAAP
A3A deaminase: inhibitors of human APOBEC3A DNA deaminase. P31941. recombinant A3A, FAM/TAMRA ssDNA deamination fluorescence. inhibition, % at 20 µM. hit rate 0.41% among 330,000;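 active = at least 40% inhibition at 20 µM here, with at most 30% in a related deaminase screen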;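 note: plate controls were A3A with DMSO for no effect and wells lacking A3A enzyme for full effect; some results filed as inactive read as strong as hits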
Target sequence (P31941 whole entry, looked up): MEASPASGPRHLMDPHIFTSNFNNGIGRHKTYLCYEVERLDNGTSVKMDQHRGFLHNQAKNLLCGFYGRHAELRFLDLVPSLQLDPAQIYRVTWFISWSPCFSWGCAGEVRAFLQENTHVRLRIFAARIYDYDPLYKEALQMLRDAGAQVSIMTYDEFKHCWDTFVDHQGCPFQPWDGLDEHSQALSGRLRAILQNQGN
mIAP activ: increases mouse intestinal alkaline phosphatase activity | muIAP, CDP-Star luminescence, 30 min; hits give high values; 1 = vehicle-only enzyme signal, 0 = enzyme-free wells | activation factor at 10 µM | hit rate 0.24% among 330,000 | AID 2805;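 active = activation factor of at least 2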; note: the source names both 10 and 20 µM as test concentration; values of inactives mirror those of a sister screen read the other way
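System: Mouse IAP enzyme | Also added: CDP-Star substrate | Dosing: Compounds dispensed in DMSO | Schedule: 30 min enzyme-substrate-compound incubation at room temperature | Technique: Chemiluminescence readout | Control set: DMSO-only wells and no-enzyme negative control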
hIAP activ: increases human intestinal alkaline phosphatase activity; P09923; purified human IAP, CDP-Star luminescence, 30 min; hits give high values; 1 = vehicle-only enzyme, 0 = enzyme-free background; activation factor at 10 µM; hit rate 0.16% among 330,000; AID 2524;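 active = activation factor of the enzyme at least 2-fold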; note: the source names both 10 and 20 µM as test concentration; values of inactives mirror those of a sister screen read the other way
mIAP inh: mouse IAP inhibition; hit rate 0.2% among 330,000; inhibition, % at 10 µM; purified mouse IAP, CDP-Star luminescence, 30 min;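 active = inhibition of at least 40% at 10 µM in the primary screen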;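 note: plate controls were DMSO with enzyme for no effect and no enzyme wells for full effect; values of inactives mirror those of a sister screen read the other way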
MPTP block: permeability transition pore inhibition; isolated mouse mitochondria, Ca2+ swelling absorbance, 30 min; inhibition, % at 10 µM; AID 602449; hit rate 1.4% among 360,000;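 active = inhibition of 50% or more, scaled per plate between neutral and stimulator controls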;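 note: 0% = DMSO wells given calcium and 100% = 1 mM EGTA wells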
MIN6 prolif: MIN6 beta-cell proliferation induction | proliferation, % at 10 µM | MIN6 cells proliferation, ATPlite luminescence, 48 h; cells starved in 0.2% serum; 100% = growth in 10% serum | hit rate 0.29% among 330,000;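 active = compounds whose signal lies at least 3.5 SD above the mean of all wells on their plate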;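 note: 0% = DMSO-treated cells in low-serum medium and 100% = 10% serum control; some compounds called inactive have numbers as strong as hits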
The depositor's hits bear a star.

SMILES	A3G deaminase	ATG4B inhibitor	hIAP inh	A3A deaminase	mIAP activ	hIAP activ	mIAP inh	MPTP block	MIN6 prolif
Cc1ccc(N(C)S(=O)(=O)c2c(C)noc2/C=C/N(C)C)cc1	5.5	3.8	11.4	-5.6	1	0.886	-0.3	-0.5	-6.7
COc1cc(/C=N/NC2=NS(=O)(=O)c3ccccc32)ccc1OC(C)=O	-11.5	10.9	-9.4	-5.3	0.879	1.09	12.1	0.4	-2.8
COC(=O)C(CC(C)C)NC(=O)c1ccc(F)cc1 (stereo not given)	-6.9	-10.4	-9.0	-3.3	1.05	1.09	-5.2	-0.4	-1.0
CCCCC1NC(C(=O)O)CS1 (stereo not given)	-2.5	3.0	7.0	1.2	0.978	0.93	2.2	0.8	0.0
CCOc1ccc(N(C(=O)c2cc3ccccc3oc2=O)C2C=CS(=O)(=O)C2)cc1 (stereo not given)	-5.3	-3.9	-7.0	-1.0	0.977	1.07	2.3	0.7	-0.9
Cc1cc(SCC(=O)OCC(=O)N(C)C2CCS(=O)(=O)C2)c(C)cc1Br (stereo not given)	-6.4	-4.0	-18.6	-1.8	0.944	1.19	5.6	-0.1	0.3
COc1cc(NC(=O)c2cc3nc(C)cc(C)n3n2)c(OC)cc1Cl	-5.0	7.0	13.7	0.9	0.946	0.863	5.4	1.8	-2.6
O=C1C2C3C=CC(C4CC34)C2C(=O)N1Cc1ccco1 (stereo not given)	-6.5	27.1	8.7	-1.6	0.959	0.913	4.1	0.2	-2.1
Oc1ccc(Cl)cc1C=Nc1ccc2c3c(cccc13)CC2	-6.5	0.3	3.9	-2.5	0.823	0.961	17.7	3.8	-1.9
CCC(C)(C(=O)NC1CCCCC1)N(C(=O)C1CCC(=O)N1)c1ccccc1 (stereo not given)	0.4	-11.8	1.1	-3.3	0.998	0.989	0.2	0.0	-4.6
COc1cc(Cl)c(C)cc1NC(=O)COc1cc(C)nc(C(C)C)n1	-3.1	-9.0	-10.0	-1.9	1.04	1.1	-4.1	-0.1	-2.8
CCNC(=O)CSc1nnc(-c2cccc(S(=O)(=O)N3CCOCC3)c2)o1	4.6	2.7	-39.1	-1.3	1.05	1.39	-5.4	1.1	-1.2
N#CCSc1nc2ccccc2c(=O)n1CCC(=O)NCCc1ccccc1	-5.3	-6.2	-1.8	-1.9	1	1.02	0.0	-0.8	-2.7
CN(C(=O)c1ccc(-c2ccccc2)cc1)C1CCCCC1	-1.5	-4.8	-12.9	0.8	1.06	1.13	-5.7	2.2	-1.2
O=[N+]([O-])c1ccc(-c2csc(Nc3ccccc3)[n+]2Cc2ccccc2)cc1	5.5	4.4	11.8	0.1	0.883	0.882	11.7	2.3	-1.2
Cc1cccc(NC(=O)CCc2c(C)nn(-c3ccc(N4CCOCC4)nn3)c2C)c1	-2.9	-3.4	-12.4	2.1	0.957	1.12	4.3	-2.0	-3.3
C=CC[C@@H](CC(=O)N[C@@H](CO)Cc1ccccc1)C(=O)N[C@H](COC(=O)[C@@H](CC=C)Cc1ccc(F)cc1)Cc1ccccc1	-7.7	-9.5	-23.0	0.3	0.973	1.23	2.7	-1.0	-4.5
C=CCc1ccccc1OCCCCN1CCCC1	2.3	-16.9	-4.1	-0.4	1.04	1.04	-4.4	-0.8	-1.3
O=C(Cc1c(F)cccc1Cl)N1CCN(C(=O)c2ccco2)CC1	-4.4	-4.1	19.5	-3.5	0.94	0.805	6.0	-0.6	-0.4
Cn1c(Cn2c(=O)sc3ccccc32)nnc1SCC(=O)NCc1ccc(F)cc1	-7.6	-5.7	18.7	-5.3	0.971	0.813	2.9	0.7	-1.2
Cc1ccc(F)c([C@H]2C3C=CCC(c4ccccc4)C3C(=O)N2Cc2ccccc2)c1 (stereo not given in full)	-8.8	5.0	1.5	-1.8	1.06	0.985	-6.3	6.2	-7.8
COc1ccccc1C(=O)/C=C/c1ccc(N2CCCCC2)c([N+](=O)[O-])c1	0.1	19.8	-14.0	3.6	0.872	1.14	12.8	1.1	0.0
O=C(c1cccc(S(=O)(=O)N2CCN(c3ccc(F)cc3)CC2)c1)N1CCCC1	-0.4	-1.3	-10.5	1.4	1	1.1	-0.4	-0.1	-3.2
O=C(NCCc1ccccc1)c1cnn2c(C(F)F)cc(C3CC3)nc12	-6.8	-5.0	-3.3	8.6	0.879	1.03	12.1	-0.3	4.5
Cc1cccc(N2CC(C(=O)NCCC3=CCCCC3)CC2=O)c1C (stereo not given)	-12.2	8.0	3.2	-4.0	0.948	0.968	5.2	3.9	0.3

Compounds listed so far that contain a furan ring, fused or not, in the order listed:
SMILES	A3G deaminase	ATG4B inhibitor	hIAP inh	A3A deaminase	mIAP activ	hIAP activ	mIAP inh	MPTP block	MIN6 prolif
O=C1C2C3C=CC(C4CC34)C2C(=O)N1Cc1ccco1 (stereo not given)	-6.5	27.1	8.7	-1.6	0.959	0.913	4.1	0.2	-2.1
O=C(Cc1c(F)cccc1Cl)N1CCN(C(=O)c2ccco2)CC1	-4.4	-4.1	19.5	-3.5	0.94	0.805	6.0	-0.6	-0.4

(more compounds)
SMILES	A3G deaminase	ATG4B inhibitor	hIAP inh	A3A deaminase	mIAP activ	hIAP activ	mIAP inh	MPTP block	MIN6 prolif
O=C(c1ccc(C(F)(F)F)cc1)n1ccc(-c2cccs2)n1	-7.8	-7.1	-15.3	-1.6	1.04	1.15	-3.8	-3.0	0.8
CCOc1ccc(N(CC(=O)NC2CCCC2)S(=O)(=O)c2c(C)noc2C)cc1	-6.6	-8.9	17.3	-2.5	0.977	0.827	2.3	-1.5	3.1
Cc1nc2ccccn2c1C(=O)OCC#N	-7.3	4.7	6.2	-3.5	0.93	0.938	7.0	-2.3	-0.8
COC(=O)c1cc(Cl)c(NC(=O)C(C)C)cc1OC	-9.5	-7.9	-23.1	0.4	1.05	1.23	-5.1	-0.1	0.0
CC(Oc1ccc2ccccc2c1)C(=O)NNC(=O)Nc1ccccc1 (stereo not given)	0.1	5.1	-52.0	4.3	1	1.52	-0.5	0.4	5.5
O=C(C1CC1)N1c2ccccc2Sc2ccccc21	-5.7	2.5	-6.3	-1.1	1	1.06	-0.1	0.3	-2.0
O=C(COC(=O)CCC(=O)c1ccc(Cl)cc1)NCc1ccc(F)cc1	-10.5	0.8	-10.5	-5.5	1.12	1.1	-12.5	-0.9	-2.7
CCOC(=O)c1c(C)nc(C)c(C(=O)OCC)c1-c1ccco1	-1.8	-13.1	4.9	10.2	1.05	0.951	-5.5	2.0	-1.4
Nc1cc(Cl)ccc1C(=O)OCC(=O)N1CCCCCC1	-3.0	-0.1	5.4	1.5	1.08	0.946	-8.0	0.4	-5.7
O=C(N=Nc1c(O)[nH]c2ccc(F)cc12)C1COc2ccccc2O1 (stereo not given)	-3.5	-0.5	8.4	-1.3	0.789	0.916	21.1	3.3	2.5
Cc1ncc(C[n+]2csc(CCOC(=O)CC34CC5CC(CC(C5)C3)C4)c2C)c(N)n1	0.0	1.5	0.6	0.0	0.779	0.994	22.1	-2.4	-5.8
Cc1nc2c(-c3ccc(F)cc3)c(C)nn2c(C)c1CCC(=O)Nc1ccccc1F	-1.2	1.1	8.9	6.3	1	0.911	-0.4	3.1	-2.5
O=C1C(=O)N(O)C2CCCCC2N1O (stereo not given)	-4.8	-4.4	-4.4	2.5	0.961	1.04	3.9	-0.3	-2.9
COc1ccccc1CNC(=O)CSc1ccc(-c2cccs2)nn1	-9.1	1.4	5.5	2.3	0.983	0.945	1.7	-1.0	7.8*
Cc1nc2ccc(Cl)cc2c(-c2ccccc2)c1C(=O)N(C)C	-9.5	7.2	-19.5	-1.7	0.975	1.2	2.5	-1.2	-3.0
CN(C(=O)c1ccnn1C)C1CCCN(Cc2ccccc2F)C1 (stereo not given)	-3.6	-8.4	-3.5	3.4	0.989	1.03	1.1	-1.2	-3.1
COc1ccccc1NC(=S)N1CC(C)OC(C)C1 (stereo not given)	2.3	-5.7	-19.4	-2.2	1.01	1.19	-0.8	-1.1	-2.2
Cc1ccc(C(C)C)c(OCc2ccc(-c3nnco3)cc2)c1	1.2	-3.1	-10.8	-1.2	1.01	1.11	-0.8	5.3	0.5
Cc1ccc2nc(/C(C#N)=C/c3ccc(O)c(O)c3)[nH]c2c1	-17.8	-14.6	24.3	-12.4	0.709	0.757	29.1	5.2	-2.1
COc1cccc(CNC(=O)COC(=O)c2cccc(S(=O)(=O)N3CCCC3)c2)c1	-11.3	-4.7	6.4	-1.3	1.02	0.936	-1.7	-3.4	3.5
C/C=C/c1ccc(OCC(O)CN2CCCCC2CC)c(OC)c1 (stereo not given)	0.4	-5.2	-12.8	0.8	0.982	1.13	1.8	1.5	-2.4
Cc1ccccc1C(=O)N1CCCC(N2CCN(Cc3ccc4c(c3)OCO4)CC2)C1 (stereo not given)	-7.0	4.9	-5.3	-1.4	0.99	1.05	1.0	-1.1	-2.6
CCN1CCN(C(CNS(=O)(=O)c2ccc(C)cc2)c2cccnc2)CC1 (stereo not given)	-0.9	-3.6	-13.1	0.1	0.936	1.13	6.4	1.0	0.5
C=C(C)[C@@H]1CCC2(C(=O)O)CC[C@]3(C)[C@H](CC[C@@H]4[C@@]5(C)CCC(=O)C(C)(C)[C@@H]5CC[C@]43C)[C@@H]12 (stereo not given in full)	-9.6	11.6	-24.3	-3.7	0.943	1.24	5.7	10.8	-8.1
CC(=O)c1ccc(S(=O)(=O)NCC(=O)NC(c2nc3ccccc3[nH]2)C(C)C)cc1 (stereo not given)	-5.8	-54.0	6.5	-4.8	0.918	0.935	8.2	-0.5	-6.1
O=C(O)c1cc(-c2ccc(/C=C3\NC(=O)N(c4ccccc4)C3=O)o2)ccc1Cl	18.2	6.0	10.7	58.4*	0.892	0.893	10.8	1.0	-1.2
O=C(CNCCO)Nc1ccc(F)c(Cl)c1	-4.7	0.1	-6.9	-0.4	1.04	1.07	-4.0	3.8	3.5
CCOC(=O)c1c(C)[nH]c(C(=O)N2CCCC(C(=O)c3ccccc3OC)C2)c1C (stereo not given)	1.3	4.3	3.7	2.0	1.09	0.963	-8.8	1.2	-1.1
CCOC(=O)C(C)CC(C)C(=O)N1CCOCCN(C(=O)C(C)CC(C)C(=O)OCC)CCOCC1 (stereo not given)	-2.2	-9.9	-3.2	-1.8	0.99	1.03	1.0	-0.5	0.0
COc1cccc(NC(C)(C)c2nnnn2-c2c(C)cccc2C)c1	-4.5	-4.5	-4.4	-0.1	1.15	1.04	-15.2	3.8	0.2

Arranged by value in mIAP inh (falling): 5 from the list above.
Structure	A3G deaminase	ATG4B inhibitor	hIAP inh	A3A deaminase	mIAP activ	hIAP activ	mIAP inh	MPTP block
C=C(C)[C@@H]1CCC2(C(=O)O)CC[C@]3(C)[C@H](CC[C@@H]4[C@@]5(C)CCC(=O)C(C)(C)[C@@H]5CC[C@]43C)[C@@H]12 (stereo not given in full)	-9.6	11.6	-24.3	-3.7	0.943	1.24	5.7	10.8
CCOc1ccc(N(CC(=O)NC2CCCC2)S(=O)(=O)c2c(C)noc2C)cc1	-6.6	-8.9	17.3	-2.5	0.977	0.827	2.3	-1.5
C/C=C/c1ccc(OCC(O)CN2CCCCC2CC)c(OC)c1 (stereo not given)	0.4	-5.2	-12.8	0.8	0.982	1.13	1.8	1.5
O=C(C1CC1)N1c2ccccc2Sc2ccccc21	-5.7	2.5	-6.3	-1.1	1	1.06	-0.1	0.3
Cc1nc2c(-c3ccc(F)cc3)c(C)nn2c(C)c1CCC(=O)Nc1ccccc1F	-1.2	1.1	8.9	6.3	1	0.911	-0.4	3.1

A3A deaminase: hit marks shown above
compound | A3G deaminase | ATG4B inhibitor | hIAP inh | A3A deaminase | mIAP activ | hIAP activ | mIAP inh | MPTP block
O=C(O)c1cc(-c2ccc(/C=C3\NC(=O)N(c4ccccc4)C3=O)o2)ccc1Cl | 18.2 | 6.0 | 10.7 | 58.4* | 0.892 | 0.893 | 10.8 | 1.0
